DDE Tn6 FP inh = inhibitors of Tn6 peptide binding to human fibrin DD(E). Fibrin DD(E) TRITC-Tn6 fluorescence polarization displacement. P02675. 0.21% of 370,000 active. inhibition, % at 8.3 µM. AID 720509;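 active = inhibition above a per-campaign cutoff: mean of compounds within control limits plus 3 SD, cut at about 15% in these data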;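 note: 0% = median of all compound wells on the plate and 100% = blocking peptide control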
PLC-gamma1 inh = PLC-gamma1 (human) inhibition, primary screen; purified PLC-gamma1, fluorogenic substrate, fluorescence; 0.84% of 370,000 active; inhibition, % at 12.2 µM; P19174; in the data active = inhibition above about 9.5%
Target sequence (P19174 whole entry, looked up): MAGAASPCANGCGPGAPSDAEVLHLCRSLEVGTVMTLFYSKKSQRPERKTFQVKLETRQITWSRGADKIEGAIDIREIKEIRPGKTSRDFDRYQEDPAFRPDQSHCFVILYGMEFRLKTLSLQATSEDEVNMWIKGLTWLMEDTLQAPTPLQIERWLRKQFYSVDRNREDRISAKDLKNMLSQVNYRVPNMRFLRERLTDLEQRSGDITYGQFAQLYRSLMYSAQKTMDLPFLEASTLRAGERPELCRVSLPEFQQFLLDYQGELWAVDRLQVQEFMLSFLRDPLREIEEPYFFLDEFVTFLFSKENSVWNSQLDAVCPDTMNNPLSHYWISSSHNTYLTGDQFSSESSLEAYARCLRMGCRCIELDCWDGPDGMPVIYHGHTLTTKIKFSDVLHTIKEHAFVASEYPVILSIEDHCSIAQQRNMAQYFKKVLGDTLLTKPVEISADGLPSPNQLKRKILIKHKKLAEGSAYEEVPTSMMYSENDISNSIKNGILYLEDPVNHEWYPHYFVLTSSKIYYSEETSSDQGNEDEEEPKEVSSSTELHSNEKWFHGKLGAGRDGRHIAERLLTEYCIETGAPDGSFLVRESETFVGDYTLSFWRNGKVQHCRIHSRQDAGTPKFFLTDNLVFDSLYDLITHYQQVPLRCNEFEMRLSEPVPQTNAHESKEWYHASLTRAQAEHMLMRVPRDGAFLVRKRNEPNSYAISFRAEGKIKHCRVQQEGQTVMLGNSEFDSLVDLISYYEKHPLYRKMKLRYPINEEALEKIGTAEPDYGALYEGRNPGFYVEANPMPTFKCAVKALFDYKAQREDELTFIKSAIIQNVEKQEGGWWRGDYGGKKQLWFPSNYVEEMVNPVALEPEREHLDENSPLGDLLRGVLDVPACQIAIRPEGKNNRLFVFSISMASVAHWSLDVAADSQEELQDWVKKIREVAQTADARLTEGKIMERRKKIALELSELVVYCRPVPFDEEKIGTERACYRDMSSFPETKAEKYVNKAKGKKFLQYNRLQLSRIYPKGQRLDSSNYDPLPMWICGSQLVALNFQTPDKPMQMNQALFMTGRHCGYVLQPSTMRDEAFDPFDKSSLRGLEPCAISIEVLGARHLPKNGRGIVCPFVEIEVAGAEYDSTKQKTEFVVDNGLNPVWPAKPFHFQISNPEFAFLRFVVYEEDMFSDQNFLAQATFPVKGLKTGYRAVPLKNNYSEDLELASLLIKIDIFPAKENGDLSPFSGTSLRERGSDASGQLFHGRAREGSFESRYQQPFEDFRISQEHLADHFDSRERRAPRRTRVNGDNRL
sPLA2-III inh = Blocks human group III sPLA2 activity | Q9NZ20 | QFRET BODIPY PC-A2 liposome hydrolysis, fluorescence | inhibition, % at 12.2 µM | 0.56% of 370,000 active | AID 743126;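 active = inhibition above mean plus 3 SD of compounds lying within the high and low control bounds, cut at about 19% in these data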;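 note: 0% = median of test compound wells and 100% = no enzyme DMSO wells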
ASAP1 GAP inh = ASAP1 ArfGAP inhibition; Q9ULH1; ASAP1-stimulated ARF1 GTP hydrolysis, GDP FP detection; inhibition, % at 16.5 µM; 0.19% of 360,000 active; in the data active = inhibition above about 25%;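 note: 0% = vehicle with enzyme and substrate and 100% = no enzyme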
NR1D1 modulator = modulators of human Rev-erb alpha DNA binding. P20393. Rev-erbα–FITC-DNA binding, fluorescence polarization, 90 min. 0.79% of 370,000 active. activity, % at 10 µM;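 active = activity above about 14%, limit read from the data; passing the limit was not always enough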;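 note: 0% = DMSO wells with 35 nM protein and 100% = DMSO wells with 750 nM protein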
UHRF1 MBD2 ctr = blocks human UHRF1 binding to methylated DNA; UHRF1 binding to methylated oligo, TR-FRET; inhibition, % at 4.4 µM; 0.75% of 370,000 active; AID 687016; in the data active = inhibition above about 21%;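 note: UHRF1 SRA domain binding a hemimethylated CpG hairpin DNA probe; 0% = median of test compound wells and 100% = reference inhibitor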
ARFGAP1 inhibitor = inhibitors of rat ARFGAP1; Q62848; Arfgap1-stimulated ARF1 GTP hydrolysis, GDP FP detection; inhibition, % at 16.5 µM; 0.26% of 360,000 active;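 active = inhibition above a per-plate limit, mean inhibition of low control wells plus 3 SD, cut at about 25% in these data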;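 note: 0% = DMSO wells with enzyme and 100% = wells lacking Arfgap1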
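Repeats: one replicate per compound; assay system: rat Arfgap1 catalytic domain, aa 1-136; times: enzyme reaction 120 min at 25 °C after 20 min preincubation; detection: FP of antibody-bound GDP Alexa 633 tracer, ex 620/em 688 nm; benchmarks: high control wells lacking Arfgap1, low control full reaction with DMSO; reagent: human ARF1(Δ1-17)-GTP substrate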
KLK7 zymogen act = proKLK7 (human) activation, primary screen | P49862 | purified proKLK7, EDANS-DABCYL substrate fluorescence; 100% is mature enzyme control, 0% vehicle | activation, % at 7 µM | 0.9% of 370,000 active;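 active = activation above the mean of all tested compounds plus 3 SD, computed per campaign excluding outliers beyond control limits, cut at about 13% in these data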
PLCb3 inh = blocks human PLC-beta3 enzyme activity | Q01970 | Purified PLC-beta3, fluorogenic substrate, fluorescence | inhibition, % at 12.2 µM | 0.18% of 370,000 active; in the data active = inhibition above about 11%;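 note: 0% = median of compound wells on plate and 100% = full blocker control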
Tn7 DDE FP = DD(E)-Tn7 binding inhibition, primary FP screen. P02675. FP displacement of FITC-Tn7 peptide from fibrin DD(E); 0% = median of compound wells per plate. inhibition, % at 8.3 µM. 0.13% of 370,000 active;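 active = inhibition above the mean of compounds falling within the control limits plus 3 SD of them, cut at about 14% in these data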;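 note: 0% = plate median of compound wells and 100% = 10 µM Aha-Tn7 peptide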
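assay system = human clot-derived fibrin DD(E) complex | quantity = Fibrin-DD(E) at 2 µM final | timing = 10 min preincubation, 3 h with tracer, room temperature | signal = fluorescence polarization | measure = percent inhibition | benchmarks = high control wells with 10 µM unlabelled Aha-Tn7 peptide (full inhibition) | replicates = singlicate testing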
* hit, by the source's call; · = no result given.

SMILES	DDE Tn6 FP inh	PLC-gamma1 inh	sPLA2-III inh	ASAP1 GAP inh	NR1D1 modulator	UHRF1 MBD2 ctr	ARFGAP1 inhibitor	KLK7 zymogen act	PLCb3 inh	Tn7 DDE FP
CN(C)S(=O)(=O)c1cccc(C(=O)Nc2ccccc2[N+](=O)[O-])c1	-6	7	12	0	1	3	18	-0.4	3	5
COC(=O)c1cc(NC(=O)C2CCCN(S(=O)(=O)c3c(C)n[nH]c3C)C2)cc(C(=O)OC)c1 (stereo unspecified)	-6	1	2	-9	-2	-3	3	0.3	-11	-2
Cc1ccc(NC2CCCN(C(=O)c3cc(C(C)C)nn3C)C2)cc1C (stereo unspecified)	0	3	0	-10	-3	-2	-7	0.5	6	11
CN1CCC(N(C)C(=O)c2cc(S(=O)(=O)N(C)c3ccccc3)ccc2Cl)CC1	-1	6	8	-8	5	-1	6	-0.8	-2	4
O=[N+]([O-])c1ccccc1N/N=C/c1cc2ccccc2nc1Cl	-1	3	9	14	-17	1	6	0.2	5	1
COc1ccc(C(=O)N2CC(=O)Nc3ccc(F)cc3C2c2ccccc2)cc1 (stereo unspecified)	0	0	0	0	4	0	-10	-0.1	-1	-1
COCCn1c(SCC(=O)Nc2cccnc2Cl)nc2ccccc2c1=O	8	3	19	0	-1	2	-4	-0.6	-14	5
O=C(NCc1ccccc1)C(C1CC1)n1c(CSCCOc2ccccc2)nc2ccccc21 (stereo unspecified)	3	-2	-29	-9	3	2	-3	0.1	-3	4
O=C(Nc1nnc(-c2ccncc2)s1)C1CCCO1 (stereo unspecified)	-4	-56	2	11	3	14	-1	-14	-74	-2
O=[N+]([O-])c1cccc(/C=N/Nc2cc(Cl)nc(-c3ccccc3)n2)c1	3	0	0	5	-3	1	-2	-0.1	0	-4
Cc1ccccc1C(=O)Nc1ccnn1C1CCN(Cc2c(C)n(C)c3ccccc23)CC1	0	-3	8	-5	0	1	-2	-0.5	-13	8
COc1ccc(CNC(=O)CCc2c(C)nc3ncnn3c2C)cc1	-9	1	1	8	3	1	10	0.1	5	-6
O=C(Nc1nc(-c2ccc(Cl)s2)cs1)c1ccccc1	-5	-15	1	5	4	-2	11	-0.1	-21	-7
O=C(Nc1ccc(Br)cc1)c1cc2ccccn2n1	-3	3	-1	14	2	1	8	0.2	0	5
Cn1c(Cn2c(=O)sc3ccccc32)nnc1SCc1ccccc1	1	3	4	2	-2	7	2	0.1	0	0

Reprinted at random: 5 entries already listed, in no set order.
SMILES	DDE Tn6 FP inh	PLC-gamma1 inh	sPLA2-III inh	ASAP1 GAP inh	NR1D1 modulator	UHRF1 MBD2 ctr	ARFGAP1 inhibitor	KLK7 zymogen act	PLCb3 inh	Tn7 DDE FP
O=C(Nc1ccc(Br)cc1)c1cc2ccccn2n1	-3	3	-1	14	2	1	8	0.2	0	5
O=C(Nc1nc(-c2ccc(Cl)s2)cs1)c1ccccc1	-5	-15	1	5	4	-2	11	-0.1	-21	-7
O=C(Nc1nnc(-c2ccncc2)s1)C1CCCO1 (stereo unspecified)	-4	-56	2	11	3	14	-1	-14	-74	-2
O=C(NCc1ccccc1)C(C1CC1)n1c(CSCCOc2ccccc2)nc2ccccc21 (stereo unspecified)	3	-2	-29	-9	3	2	-3	0.1	-3	4
Cn1c(Cn2c(=O)sc3ccccc32)nnc1SCc1ccccc1	1	3	4	2	-2	7	2	0.1	0	0

(list continues)
SMILES	DDE Tn6 FP inh	PLC-gamma1 inh	sPLA2-III inh	ASAP1 GAP inh	NR1D1 modulator	UHRF1 MBD2 ctr	ARFGAP1 inhibitor	KLK7 zymogen act	PLCb3 inh	Tn7 DDE FP
CC(=O)OCc1c(COC(C)=O)[n+](=O)c2ccccc2n1[O-]	-4	-10	-4	5	-4	-1	-13	-0.7	-10	4
C=CCNC(=S)/N=c1/ccccn1Cc1ccccc1	4	-6	18	4	4	0	1	2.7	-8	3
Cc1cc(N2CCOCC2)nc(-c2ccccc2O)n1	-6	-53	11	0	-5	0	4	0.1	-54	6
CCOC(=O)Cc1nnc(NC(=O)C2CCCCC2)s1	0	5	-57	15	1	2	0	-0.6	3	0
NC(=O)c1ccsc1NC(=O)COC(=O)/C=C/c1ccccc1	-8	-1	-1	21	-1	-1	16	-0.1	-16	-2
Cc1ccc(CN(C)CC(=O)NC(C)c2ccccc2)cc1 (stereo unspecified)	-4	1	15	-16	4	2	-3	0.1	-25	0
CC1CCCCN1C(=O)Cn1cc(C(=O)c2ccco2)c2ccccc21 (stereo unspecified)	-8	-2	-3	-5	2	1	-3	0.7	-4	-3
COc1ccc(CC(=O)Nc2ccc(F)c(Cl)c2)cc1S(=O)(=O)N1CCOCC1	-2	3	-2	14	0	2	1	0.0	-11	0
CCOC(=O)N1CCN(C(c2ccnc3ccccc23)c2nnnn2-c2ccc3c(c2)OCCO3)CC1 (stereo unspecified)	3	-1	-8	16	-6	1	-3	0.5	-3	-1
CCCCn1c(SCC(=O)Nc2cccc(C)n2)nnc1-c1ccco1	-4	1	-1	-13	1	1	-9	-0.5	1	-4
CCOC(=O)C1CCN(C(=O)/C=C/c2ccccc2OC)CC1	0	-2	-1	4	4	-4	13	0.1	-3	0
COc1ccc(CN(C)S(=O)(=O)c2nnc(NC(=O)c3ccccc3OC)s2)cc1OC	-1	-9	-4	-19	-1	-2	-24	0.6	-15	3
O=C(Nc1cc(C(F)(F)F)ccc1Cl)C(Sc1n[nH]c(=O)[nH]c1=O)c1ccccc1 (stereo unspecified)	0	-1	-15	7	0	-3	6	0.7	-6	-2
Cc1cc(=O)oc2c3c(cc(OCC(=O)N[C@@H](CC(C)C)C(=O)O)c12)OC(C)(C)CC3	-8	-117	15	11	2	3	8	-6.6	-157	0
CC(C)=CCSc1nnc([C@@H](NC(=O)OC(C)(C)C)C(C)C)o1	6	5	1	-1	-1	2	-11	0.5	4	-6
CC(=O)N(Cc1ccco1)C1(C(=O)NC2CCCCC2)CCCCC1	-2	5	5	-3	2	4	6	0.5	4	2
CC(c1ccccc1)C1CC(=O)N(Cc2ccco2)C1=O (stereo unspecified)	2	-6	-3	-5	9	4	1	119*	-5	-3
Cc1ccc2[nH]c(O)c(N=NC(=O)C3CC3c3ccccc3)c2c1Br (stereo unspecified)	4	1	4	6	3	3	19	1.3	-1	2
CCCc1nc2c3ccccc3ccn2c1Cc1ccccc1OC	1	-10	-2	0	-8	20	-11	0.2	-18	3
CC1Cc2cc(S(=O)(=O)CCC(=O)NCc3ccco3)ccc2N1C(=O)C1CC1 (stereo unspecified)	-4	-1	2	-3	-2	0	-3	-0.2	-8	-2
COc1ccc(OC)c(S(=O)(=O)N2CCCC(C(=O)Nc3c(C)n(C)n(-c4ccccc4)c3=O)C2)c1 (stereo unspecified)	0	3	1	·	-4	2	·	-0.6	2	0
C=CCN1[C@H](C)COc2cc(N3CCCC3)ccc2S1(=O)=O	3	-3	4	·	3	0	·	-0.1	-2	6
CCCNC(=O)C1(C)CCCN(Cc2cc(-c3ccccc3)n(C)n2)C1 (stereo unspecified)	3	4	-12	-12	-7	2	-9	-0.1	2	3
CC(=O)Nc1cccc(-c2ccnc3c2CC(C(=O)NCCC(F)(F)F)O3)c1 (stereo unspecified)	4	2	4	15	-3	2	-3	-0.9	3	-3
Cc1onc(-c2c(F)cccc2Cl)c1C(=O)OCC(=O)Nc1cccc(S(=O)(=O)N(C)C)c1	-4	-3	-31	-1	5	6	9	-0.1	-5	0
COC(=O)c1ccc(COc2ccccc2/C=C(\C#N)C(=O)Nc2ccc(C)cc2)cc1	0	-3	4	17	2	4	4	0.3	-1	-1
S=C(NCC1CCCO1)N1CCc2ccccc2C1 (stereo unspecified)	-3	0	19	-7	0	1	-3	-0.2	-2	3
COc1ccccc1CC(=O)O/N=C(\N)c1cccc([N+](=O)[O-])c1	-3	0	-6	13	-1	2	-1	1.2	1	1
Cn1cccc1C1C(C#N)=C(N)OC2=C1C(=O)CC(C)(C)C2 (stereo unspecified)	-1	-8	1	-1	-3	0	10	-0.5	-17	-1
Cc1ccc(CCNC(=O)c2ccc(CS(=O)(=O)c3ccccc3C)o2)cc1	0	-2	-14	3	2	3	9	0.0	-6	1
O=C1CN(C(=O)COC(=O)c2ccccc2NC(=O)c2ccco2)c2ccccc2N1	-9	-5	3	1	-2	4	11	-0.1	-12	-12
Cc1cc2[nH]c(=O)c(=O)[nH]c2cc1S(=O)(=O)Nc1ccccc1F	-3	-2	10	-9	5	1	-5	-0.5	-7	-1
O=C(NCc1ccccc1)C(c1ccccc1F)n1c(=O)c(-c2ccccc2)nc2ccccc21 (stereo unspecified)	-3	-6	11	14	-7	2	-3	-0.3	-13	0
COC(=O)C1=C(C)N(Cc2ccccc2C(F)(F)F)C(=NCc2ccc(C(F)(F)F)cc2)NC1c1cccc(Cl)c1 (stereo unspecified)	1	6	-7	-2	-5	3	10	-0.4	6	3
COc1cccc(N(CC(=O)NC2CCCC2)C(=O)Cn2nnc(-c3ccc(C)o3)n2)c1	11	3	-5	0	4	1	-2	-0.5	-2	-4
Cc1nc2ccc3nc(NC(=O)c4ccc(S(=O)(=O)N5CCOCC5)cc4)sc3c2s1	-19	5	8	-3	14	8	12	0.3	-21	-2
NCCC(=O)N1c2ccccc2Sc2ccccc21	-6	0	2	-15	-1	5	16	-0.1	-3	1
CC(=O)c1cccc(NC(=O)c2ccc(Br)o2)c1	6	-3	-2	6	0	-1	1	-0.5	2	3
O=C(O)c1nnn(-c2ccc([N+](=O)[O-])cc2)c1-c1ccccc1	0	6	3	-10	1	7	-2	0.8	0	7
COc1ccc(NC(=O)C2CCCN(S(=O)(=O)c3c(C)[nH]c(=O)[nH]c3=O)C2)cc1 (stereo unspecified)	8	3	-1	5	-6	1	-8	0.3	2	-13
CN(C(=O)COC(=O)c1c[nH]c(=O)[nH]c1=O)C1CCCCC1	4	0	6	6	-6	4	3	0.1	4	-2
O=C(COC(=O)c1cccs1)NCCCc1ccccc1	-2	-1	5	2	-1	-3	-9	-0.7	-1	-2
O=C(Nc1cccc(-c2cnc3ccccc3n2)c1)c1ccc(Cl)cc1	-3	6	13	0	12	6	5	0.0	-3	-2
Cc1cc(N/N=C/c2cccc(Cl)c2)nc(NCc2ccccc2)n1	-6	-2	-12	22	4	-1	13	-1.2	-7	3
O=C(CCc1c[nH]c2ccccc12)NCCc1ccccc1	3	0	-35	3	8	0	8	0.8	-8	-9
CCOCCOC(=O)c1[nH]c2c(c1C)C(=O)CC(c1ccccc1)C2 (stereo unspecified)	-6	1	-6	-13	2	0	9	-0.6	-3	3
COCCn1c(=NC(=O)CSCC(=O)Nc2cc(C)on2)sc2cc(C(=O)OC)ccc21	-6	-1	4	10	3	6	15	-0.8	-1	-7
CCCCOCCCNC(=O)C[C@@H]1C[C@@]2(C(=O)OCC)CCCC=C2N(CCc2ccc(OC)c(OC)c2)C1=O	4	-1	-5	0	-1	-1	2	0.5	4	-3
CCOC(=O)Cn1nc(-c2ccccc2)ccc1=O	5	6	5	3	3	-1	-14	-0.4	2	2
